# Source: PubChem BioAssay
# TDP2 absorb: human TDP2 enzyme inhibitors, primary screen, biochemical, epi absorbance, recombinant enzyme | Tyrosyl-DNA phosphodiesterase 2 (Homo sapiens), O95551 | T5PNP hydrolysis, p-nitrophenol absorbance 415 nm | inhibition, % at 12.8 µM | actives 0.34% (n = 370,000) | AID 720702, 2013;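 active means inhibition above the mean of all tested compounds plus 3 SD, set per campaign, cut at about 25% in these data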;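 further: 0% = DMSO with enzyme and 100% = buffer with substrate but no TDP2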
#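 Material: recombinant human TDP2; quantity: TDP2 enzyme at 120 nM final; medium: Tris-HCl pH 7.5 with MgCl2; compound: single concentration, 12.8 µM nominal, with 1% DMSO; incubation: 2 h enzyme incubation at 37 °C; signal: epi absorbance; measure: percent inhibition; benchmarks: high control without enzyme, low control DMSO plus TDP2; repeats: singlicate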
# SIAE inh: human SIAE inhibitors, primary screen, biochemical, fluorescence polarization, FP-Rh probe, 1536-well HTS; SIAE FP-Rh probe binding; AID 1053197, 2014; inhibition, % at 9.66 µM; actives 0.69% (n = 370,000); Sialate O-acetylesterase (Homo sapiens), Q9HAT2;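 active means inhibition above a cutoff: mean of compounds within the control limits plus 3 SD of those, cut at about 17% in these data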;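 further: 0% = plate median of compound wells and 100% = probe without SIAE protein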
# Target sequence (Q9HAT2 whole entry, looked up): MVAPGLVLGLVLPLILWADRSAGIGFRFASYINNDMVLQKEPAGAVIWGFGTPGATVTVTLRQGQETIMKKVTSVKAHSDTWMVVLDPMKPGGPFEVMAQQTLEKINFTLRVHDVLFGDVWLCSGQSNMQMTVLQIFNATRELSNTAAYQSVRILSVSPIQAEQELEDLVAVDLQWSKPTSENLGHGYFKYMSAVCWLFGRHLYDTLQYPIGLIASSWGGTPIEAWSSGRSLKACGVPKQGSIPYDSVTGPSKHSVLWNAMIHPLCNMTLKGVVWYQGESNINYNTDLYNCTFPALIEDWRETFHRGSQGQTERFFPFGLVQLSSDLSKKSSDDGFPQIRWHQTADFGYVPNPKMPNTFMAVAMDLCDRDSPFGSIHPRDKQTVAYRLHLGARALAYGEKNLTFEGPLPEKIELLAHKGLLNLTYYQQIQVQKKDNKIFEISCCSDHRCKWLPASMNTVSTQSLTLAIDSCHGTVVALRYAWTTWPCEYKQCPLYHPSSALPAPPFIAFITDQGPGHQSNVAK
# TCR CD3 inh: inhibitors of human TCR-CD3 interaction, primary screen, biochemical, fluorescence, TAMRA-labeled TCR probe | T-cell receptor (TCR) | actives 0.37% (n = 360,000) | inhibition, % at 9.4 µM; in the data active means inhibition above about 19%;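 further: recombinant mutant TCR 2C K166C tagged with TAMRA read by polarization; 0% = receptor in buffer alone and 100% = receptor with positive control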
# PRMT1 FP inh: PRMT1 methyltransferase inhibitors, primary screen, biochemical, fluorescence polarization; Protein arginine N-methyltransferase 1 (Homo sapiens), Q99873; recombinant PRMT1, activity-based probe fluorescence polarization; inhibition, % at 2.79 µM; actives 1.3% (n = 370,000); AID 652257, 2013;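 active means inhibition above about 21% made by adding two undisclosed values, limit read from the data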
# Target sequence (Q99873 whole entry, looked up): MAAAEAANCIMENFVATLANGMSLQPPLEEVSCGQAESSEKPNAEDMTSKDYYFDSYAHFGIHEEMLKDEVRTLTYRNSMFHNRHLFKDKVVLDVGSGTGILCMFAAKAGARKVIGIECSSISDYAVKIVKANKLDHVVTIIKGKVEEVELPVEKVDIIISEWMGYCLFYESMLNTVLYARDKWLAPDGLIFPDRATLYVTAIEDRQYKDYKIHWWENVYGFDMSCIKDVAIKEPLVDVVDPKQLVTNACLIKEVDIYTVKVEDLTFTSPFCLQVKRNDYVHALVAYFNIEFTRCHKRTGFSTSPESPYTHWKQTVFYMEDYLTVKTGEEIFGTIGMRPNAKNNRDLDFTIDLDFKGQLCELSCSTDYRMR
# LEDGF integ inh: blockers of LEDGF/p75-dependent integrase strand transfer – biochemical, TR-FRET, high throughput, primary screen; TR-FRET IN-LEDGF/p75 DNA integration, Eu/Cy5; inhibition, % at 3.7 µM; actives 0.64% (n = 370,000); AID 743269, 2014;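 active means inhibition above the screen-wide mean plus 3 SD, cut at about 13% in these data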;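 further: signal is the Cy5 over europium emission ratio at 671 and 618 nm; 0% = plate median of compound wells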
# Rev-erbA mod: modulators of Rev-erb alpha DNA binding, primary screen, biochemical, FITC-DNA, fluorescence polarization, uHTS; Nuclear receptor subfamily 1 group D member 1 (Homo sapiens), P20393; Rev-erbα–FITC-DNA binding, 90 min; activity, % at 10 µM; actives 0.79% (n = 370,000); AID 1259318, 2017;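 active means activity above about 14%, limit read from the data; passing the limit was not always enough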;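 further: 0% = DMSO wells with 35 nM protein and 100% = DMSO wells with 750 nM protein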
# PG9 Ab binder: binders of HIV-1 gp120 antibody PG9, primary screen, biochemical, TR-FRET. TR-FRET gp120-PG9 antibody binding. inhibition, % at 6.7 µM. actives 0.43% (n = 360,000); in the data active means inhibition above about 8.5%
# ABHD4 inh: ABHD4 inhibitors, primary screen, biochemical, fluorescence polarization, mouse | inhibition, % at 8.92 µM | purified mABHD4, FP-Rh probe fluorescence polarization | actives 0.54% (n = 370,000) | AID 720543, 2013;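 active means inhibition exceeding the mean over every tested compound plus 3 SD, cut at about 30% in these data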;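 further: 0% = plate median of compound wells and 100% = S159A mutant with DMSO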
#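 Assay system: wild-type mouse ABHD4 protein; compound: single nominal dose of 8.92 µM, 0.89% DMSO final; schedule: 45 min + 60 min at 25 °C; measured by: FP readout, ex 525 nm / em 598 nm; evaluation: % inhibition of FP-Rh probe binding versus controls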
# HTRA1 inhibitor: HTRA1 serine protease inhibitors, primary screen, biochemical, fluorescence polarization, HTS. inhibition, % at 5.96 µM. Q92743. recombinant HTRA1, FP-rhodamine activity-based probe. actives 0.5% (n = 340,000); in the data active means inhibition above about 36%;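 further: 0% = enzyme with DMSO and 100% = wells lacking enzyme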
# rCAG RNA binder: binders of r(CAG) RNA repeats, primary screen, biochemical, fluorescence; r(CAG) RNA repeat, TO-PRO-1 dye displacement fluorescence; inhibition, % at 3 µM; actives 1.3% (n = 370,000);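 active means inhibition above the plate cutoff, the mean of all test compounds on that plate plus 3 SD, cut at about 35% in these data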;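 further: 0% = DMSO alone and 100% = 100 µM mitoxantrone as full dye displacement; higher means more dye released from RNA so lower well fluorescence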
# Active calls of the source: *; nt = no result given. Only part of the results is shown. The share of hits here may be higher or lower than overall.
SMILES,TDP2 absorb,SIAE inh,TCR CD3 inh,PRMT1 FP inh,LEDGF integ inh,Rev-erbA mod,PG9 Ab binder,ABHD4 inh,HTRA1 inhibitor,rCAG RNA binder
NC(=O)c1c(NC(=O)C(=O)N2CCOCC2)sc2c1CCC2,3,2,5,-1,3,1,-1.9,3,-1,3
COc1ccc(Cl)cc1NC(=O)c1noc2c1CCCC2,1,-1,-3,1,-6,-4,0.7,4,-3,2
O=C(NCc1nnc(SCC(=O)N2CCCCC2)o1)c1ccc(F)cc1,0,0,7,0,-1,-7,0.6,1,9,-4
Cc1ccc(C(=O)CSc2nc(C)cc(SCc3nnc(-c4ccccc4)o3)n2)cc1,10,4,-3,6,-4,2,9.4*,13,2,0
O=C(NCCCn1ccnc1)C(=O)NCC1OCCCN1S(=O)(=O)c1ccc(Cl)cc1 (configuration not stated),-5,2,4,-1,1,7,0.3,6,5,1
O=C(c1ccccc1)N(Cc1cccc(Br)c1)C1CCS(=O)(=O)C1 (configuration not stated),7,7,-2,1,1,-1,0.0,3,4,-4
CN(C(=O)c1cccc(S(=O)(=O)N2CCCC2)c1)C1CCCCC1,-12,5,23*,-1,-5,-4,2.7,4,2,2
Cc1cc(NC(=O)Cc2c(C)[nH]c3ccccc23)ccc1Oc1cccnc1,-2,0,-4,7,0,-4,-2.0,5,nt,13
COc1ccc(-n2c(N)c(C(=O)NCc3ccco3)c3nc4ccccc4nc32)cc1,27*,8,8,8,6,5,-0.8,6,-37,14
COc1ccc(Cl)cc1C(=O)NCCN1CCOCC1,-9,-1,-11,-5,3,1,-0.9,-1,6,-3
COC(=O)c1ccccc1NC(=O)CN1CCN(Cc2ccccc2)CC1,9,0,4,-4,5,5,0.2,0,1,-11
CSc1nnc(CCCCCCCCc2nnc(SC)o2)o1,-7,6,-2,4,-1,3,-0.1,1,6,-7
CCOC(=O)C1CCCN(C(=O)c2csc(-c3ccc4c(c3)CCO4)n2)C1 (configuration not stated),6,2,-2,-4,3,0,5.0,5,-4,-8
OCC1(CCc2ccccc2)CCN(Cc2cccn2-c2cccnc2)CC1,4,13,-3,-1,-4,3,-0.6,4,-4,-5
CCCCCCCNC(=O)C1CC(=O)N(C)C(=Nc2ccc(OC)cc2)S1 (configuration not stated),-12,-1,-6,-3,6,1,-3.6,-11,-4,1
Cc1cccc(NC(=O)C(C)Sc2ncnc3sccc23)c1 (configuration not stated),1,-4,3,-1,2,3,0.7,-7,-30,6
CCCCCC(=O)N/N=C(\C)c1ccc(NC(=O)c2ccco2)cc1,-11,-1,0,-1,-3,-11,0.0,-3,-1,1
CC(=O)Nc1nc(COc2ccc3ccccc3c2)cs1,7,4,-2,-2,3,2,1.5,-12,-11,-1
CCOC(=O)Cc1cc(=O)c2c(=O)n(-c3ccccc3)[nH]c2[nH]1,-1,18*,6,12,11,1,-12,57*,14,27
CN(Cc1ccccc1)C(=O)N1CCOCC1,8,1,-11,1,-3,2,0.2,7,-6,-5
CC(=O)c1sc(NC(=O)C2CCN(c3ncnc4sc(C)c(C)c34)CC2)nc1-c1ccccc1,-3,-4,-3,-3,-1,-3,0.2,-6,-26,6
C=CCOc1cccc(/C=N/NC(=O)CC(=O)NC2CCCCC2)c1,-3,2,0,0,1,-3,1.7,-3,0,-4
CC1Cc2cc(S(=O)(=O)N3CCN(c4ccccc4)CC3)ccc2N1C(=O)C1CC1 (configuration not stated),1,2,-3,-2,0,-3,-0.5,-2,14,4
CCC(OC(=O)c1ccco1)C(=O)NCc1ccc(C)cc1 (configuration not stated),-1,-1,1,1,0,-1,0.5,5,-5,-1
S=C(Nc1ccccc1)N1CCN(c2ccccc2)CC1,6,1,3,0,0,4,-1.7,2,-1,0
CC(CCc1ccccc1)NC(=O)c1cccc(F)c1 (configuration not stated),-8,0,-1,-2,3,0,-0.2,-4,-4,-3
Cc1occc1C(=O)Nc1ccc(S(N)(=O)=O)cc1,-4,2,3,-2,-2,-5,-1.0,-1,3,2
O=[N+]([O-])c1cccc(-c2n[nH]c(=S)n2-c2ccc(Br)cc2)c1,12,12,-2,11,-1,1,1.3,0,2,13
COc1ccc(-c2ccc(CCC(=O)O)n2NC(N)=O)cc1,-4,0,-9,5,-1,-7,-0.1,-5,-2,-1
COCCOC(=O)c1c(NC(=O)COC(=O)Cc2cccc(OC)c2)sc(C(N)=O)c1C,10,6,1,1,0,5,5.0,7,3,-1
Cc1c(NC(=S)NC(=O)c2cccc(Br)c2)c(=O)n(-c2ccccc2)n1C,13,17*,1,-1,0,-3,-1.0,-1,-5,-4
Cc1ccc(/C=C/C(=O)Nc2cc(C)on2)cc1,-6,-6,6,-2,3,-4,-0.7,5,-7,-1
CCCCN(C)Cc1c(C)[nH]c2c(ccc3ccccc32)c1=O,6,6,-1,-4,1,3,-0.7,-1,-6,4
O=C(N/N=C/c1ccc([N+](=O)[O-])o1)c1cc2ccccc2o1,-5,7,9,7,11,-1,-4.3,29,28,17
COc1ccc(OC)c(C(=O)COC(=O)C2CC3CCCC(C2)C3=O)c1 (configuration not stated),-20,-7,8,-3,-1,-4,-0.9,-4,-2,-3
C[C@H]1[C@@H](OC(=O)NC2CCCCC2)CC[C@@]23CCCN2C(=O)CCC[C@@H]13,-9,4,nt,4,-3,3,nt,8,nt,nt
Cc1ccc(CC(=O)OCC(=O)NC2CCCC(C)C2C)cc1C (configuration not stated),-8,-2,2,1,1,2,-0.2,10,0,-9
CC(C)C[C@@H](CNCC(=O)[C@H](C)NC(=O)c1[nH]cnc1C(=O)N[C@@H](C)CN)NC(=O)c1nc[nH]c1C(=O)N[C@@H](Cc1ccccc1)C(=O)O,3,1,-5,6,-5,-6,0.3,0,0,2
COc1ccc(Cn2c(C)c(C)c(C#N)c2NC(=O)Nc2cccc(Cl)c2)cc1,-6,-8,6,6,-2,0,-1.5,-16,-8,7
COc1ccccc1C1=NOC(COc2ccc3c(C)cc(=O)oc3c2)C1 (configuration not stated),12,-3,-6,-4,2,-1,2.1,-1,nt,-1
C#CCn1c(CCNC(=O)c2ccco2)nc2ccccc21,2,3,0,2,-4,-3,0.5,4,-5,1
COc1cc(CNc2ccc(N3CCOCC3)c(C(=O)O)c2)ccc1OCC(N)=O,-5,0,-6,5,-3,-2,-1.6,-15,7,1
COc1ccc(OC)c2[nH]c(=O)c(CCNC(=O)C3CCCCC3)cc12,7,-2,-5,1,-6,-7,0.5,-1,1,0
COc1ccc(NC(=O)c2ccc(-n3cccn3)nc2)c(OC)c1,4,6,9,0,1,0,0.3,-2,4,-2
Cc1cc2cc(CN(Cc3ccco3)C(=O)NCc3ccccc3)c(=O)[nH]c2cc1C,10,13,-5,1,0,1,1.5,-2,-13,2
CCOc1ncccc1C(=O)Nc1cccc(S(=O)(=O)N2CCCCC2)c1,5,-1,1,-1,2,4,-1.2,-1,2,-2
Cc1nccn1CC(O)COc1ccccc1 (configuration not stated),8,0,-7,0,3,-1,0.9,2,-1,2
O=S(=O)(c1ccc(N2CCOCC2)nc1)N(Cc1ccccn1)Cc1ccccn1,-9,5,3,0,3,1,1.6,-5,2,-6
O=C(Nc1nc(-c2ccccn2)cs1)c1ccc(Br)s1,-4,-15,-4,-7,7,3,-3.4,-4,-6,3
Cc1cc(=O)oc2cc(OCC(=O)Nc3ccc(CN4CCOCC4)cc3)c(Cl)cc12,-5,12,-3,1,-2,-2,-1.4,-3,-6,-2
CC1=C(C(=O)OCc2ccccc2)C(c2cccnc2)n2ncnc2N1 (configuration not stated),5,0,1,-2,-1,-2,-0.6,4,-6,0
CC1=C(C(=O)N(C(C)C)C(C)C)CC(CC(=O)NCCN2CCOCC2)C(=O)N1Cc1ccc(C(C)(C)C)cc1 (configuration not stated),-1,-4,2,2,-7,-2,-1.6,4,nt,-1
Nc1nc(NCCc2ccccc2)nc(NCc2ccccc2)c1[N+](=O)[O-],7,-2,1,3,-3,1,0.5,4,-23,3
Nc1c(-c2ccc(Cl)cc2)cnn1C1CCS(=O)(=O)C1 (configuration not stated),3,3,5,-1,2,2,-0.3,0,-2,-1
O=C(OCc1nnc(-c2ccc(Cl)cc2)o1)c1ccncc1,-10,-3,5,0,2,-4,0.6,-6,-7,7
COc1ccccc1-n1c(C)nc(=O)c(-c2ccccc2)c1C,5,3,0,4,-1,-4,-1.2,5,-6,-4
CC1Cc2ccccc2N1S(=O)(=O)c1cccc(C(=O)OCC(=O)NC2CCS(=O)(=O)C2)c1 (configuration not stated),2,0,-1,1,-3,0,0.0,-5,3,1
Cc1cccc(-n2ncc3c2CCCC3NC(=O)CCN2CCCCO2)c1C (configuration not stated),5,3,6,-1,0,-7,-0.2,4,2,-10
COc1cccc(C(=O)OCC(=O)NC2CCCc3ccccc32)c1O (configuration not stated),0,0,6,2,4,-5,3.3,5,-2,-3
Cc1nc2ccccc2n1CC(=O)N1CC(=O)Nc2ccccc21,8,2,1,-2,-1,-4,-1.8,-4,-6,0
CN1C2=C(C(=O)CC(C)(C)C2)C(c2cccs2)C2=C1CC(C)(C)CC2=O,2,-1,5,1,-1,0,0.3,1,1,7
Cc1ccc2nc(-c3ccccn3)cc(C(=O)NCCc3ccc(F)cc3)c2c1,5,-5,-7,0,-2,5,-0.3,4,2,-5
CC(=O)NCc1ccc(S(=O)(=O)NC(C)CCc2ccccc2)cc1 (configuration not stated),4,7,0,1,-1,8,0.9,0,7,-2

# A draw from above in order of formula weight, high to low:
SMILES,TDP2 absorb,SIAE inh,TCR CD3 inh,PRMT1 FP inh,LEDGF integ inh,Rev-erbA mod,PG9 Ab binder,ABHD4 inh,HTRA1 inhibitor,rCAG RNA binder
CC1Cc2ccccc2N1S(=O)(=O)c1cccc(C(=O)OCC(=O)NC2CCS(=O)(=O)C2)c1 (configuration not stated),2,0,-1,1,-3,0,0.0,-5,3,1
Cc1ccc2nc(-c3ccccn3)cc(C(=O)NCCc3ccc(F)cc3)c2c1,5,-5,-7,0,-2,5,-0.3,4,2,-5
Nc1nc(NCCc2ccccc2)nc(NCc2ccccc2)c1[N+](=O)[O-],7,-2,1,3,-3,1,0.5,4,-23,3
Cc1nc2ccccc2n1CC(=O)N1CC(=O)Nc2ccccc21,8,2,1,-2,-1,-4,-1.8,-4,-6,0
Cc1nccn1CC(O)COc1ccccc1 (configuration not stated),8,0,-7,0,3,-1,0.9,2,-1,2
